Screens from PubChem BioAssay.
E coli WT inh: blocks growth of wild type E. coli BW25113 | E. coli BW25113 growth inhibition, OD600 | inhibition, % at 10 µM | hit rate 0.05% among 20,000 | AID 552; in the data active = inhibition above about 40%;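 also: bacteria exposed to compound for 20 hours at 37 °C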
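Assay system: Bacterial strain in a whole-cell growth screen | Amount: Inoculum from a 1:1000 dilution of a 1.5 h subculture | Detection: Absorbance at 615 nm as a measure of bacterial growth | Timing: 20 h exposure, 37 °C | Buffer or medium: LB plus kanamycin 50 µg/mL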
The depositor's hits bear a star; & = joins results of further samples. This is a subset, so the mix of outcomes need not match the whole.

item	compound	E coli WT inh
1	COc1ccc(-n2c(N)c(C(=O)NCc3ccco3)c3nc4ccccc4nc32)c(OC)c1	13
2	CC1(C)O[C@@H]2C[C@H]3[C@@H]4C[C@H](F)C5=CC(=O)CC[C@]5(C)[C@H]4[C@@H](O)C[C@]3(C)[C@]2(C(=O)CO)O1	-3
3	Cc1ccc(-c2nnc(N3CCN(C(=O)CSc4ncn[nH]4)CC3)c3ccccc23)cc1	1
4	COc1cccc(C(c2nnnn2CCc2ccccc2)N2CCN(c3ccccc3)CC2)c1OC (stereo unspecified)	12
5	O=C(NC1CC2CCC1C2)c1ccc(CN2CCOCC2)cc1 (stereo unspecified)	-3
6	c1ccc(COn2nnc3ccccc32)c(COn2nnc3ccccc32)c1	-12
7	Cc1cccc(Nc2nc(N)nc(CN3CCC(C(N)=O)CC3)n2)c1C	5
8	COc1cccc(-c2nn(-c3ccccc3)cc2CO)c1	-16
9	CCOC(=O)N1CCN(C(=O)c2ccccc2N(C)S(C)(=O)=O)CC1	-23
10	CCSCc1nnc(SCC(=O)Nc2nc3ccccc3s2)n1C	-22
11	CCN(CC)CCCN1C(=O)C(O)=C(C(=O)c2sc(C)nc2C)C1c1ccco1 (stereo unspecified)	-21
12	Cc1ccc(N=Cc2ccc(O)cc2O)cc1F	1

Brought forward from above: 5 entries, then new ones.
item	compound	E coli WT inh
8	COc1cccc(-c2nn(-c3ccccc3)cc2CO)c1	-16
9	CCOC(=O)N1CCN(C(=O)c2ccccc2N(C)S(C)(=O)=O)CC1	-23
10	CCSCc1nnc(SCC(=O)Nc2nc3ccccc3s2)n1C	-22
11	CCN(CC)CCCN1C(=O)C(O)=C(C(=O)c2sc(C)nc2C)C1c1ccco1 (stereo unspecified)	-21
12	Cc1ccc(N=Cc2ccc(O)cc2O)cc1F	1
13	CCOc1ccccc1NC(=O)NC1CCN(CC(=O)Nc2ccc3c(c2)OCCO3)CC1	7
14	COc1ccccc1CN1C(=S)SC(C)(C)C1NO (stereo unspecified)	3
15	CCC(C(=O)Nc1ncccn1)(C(F)(F)F)C(F)(F)F	-2
16	CC(=O)N(C)C1(c2nnnn2CCOC(=O)Nc2ccc(Cl)cc2)CCCCC1	-5
17	O=C(Cn1cc(C(=S)N2CCOCC2)c2ccccc21)N1CCOCC1	-21
18	Cc1ccc2nc(NC(=O)C3CCN(S(=O)(=O)c4cccc5nsnc45)CC3)sc2c1	11
19	COC(=O)c1ccc(Cl)c(NC(=O)CSc2ncn[nH]2)c1	-16
20	Cc1ccc(S(=O)(=O)C2(C(=O)N3CCCCCC3)CC2)cc1	11
21	NS(=O)(=O)c1ccc(CCNC(=O)c2cccnc2)cc1	-7
22	O=c1c2ccccc2nnn1CSc1nnc2sc3ccccc3n12	-2
23	COc1ccc(OC)c(S(=O)(=O)N(C)CC(=O)N2CCN(c3ccc(F)cc3)CC2)c1	-15
24	O=S(=O)(NCCCCCNS(=O)(=O)c1ccccc1)c1ccccc1	-1
25	COc1cccc(C(=O)NC2=NCCS2)c1OC	-13
26	Cc1cc(NC(=O)c2cc3ccccc3o2)cc(C)c1OCC(=O)N1CCOCC1	3
27	Cc1ccc(-c2cc(C(=O)Nc3cc(C)ccc3C)[nH]n2)c(O)c1	0
28	CCc1cccc(C)c1NC(=O)c1cc(C)oc1C	-16
29	O=c1[nH]c(CN2CCN(Cc3ccc4c(c3)OCO4)CC2)nc2ccccc12	-23
30	Cc1cc(C)nc(NC(=O)c2cnc3sccn3c2=O)n1	0
31	Cc1ccc(F)cc1NC(=O)c1cccc2nccnc12	0
32	COc1ccc(-c2cc3n(n2)CCc2nc4ccccc4n2-3)cc1	8
33	C=CCOc1nc(N(C)C)nc(N(C)C)n1	-2
34	CC1(C)Cc2c(c(=S)nc(-c3ccccc3)n2CCO)CO1	-7
35	COc1cc(C(O)c2nc3ccccc3n2C)cc(OC)c1OC (stereo unspecified)	9
36	COc1ccccc1CC(=O)Nc1ccc(OC)c(OC)c1	7

Look-ups from the results shown:
no. 4 | E coli WT inh: 12
no. 31 | E coli WT inh: 0
no. 17 | E coli WT inh: -21

Next section.
item	compound	E coli WT inh
37	O=C(Cn1cnc2scc(-c3ccccc3)c2c1=O)N1CCOCC1	-24
38	Cc1cc(OCc2nc(-c3cccnc3)no2)c(C)cc1Br	-12
39	Cc1c(=O)n(OCc2ccccn2)c2ccccc2[n+]1[O-]	-9
40	O=C(O)CCc1ccc(-c2ccc(F)cc2)n1NC(=O)c1ccco1	-8
41	CCc1ccc(OCC(=O)N(C)CCC#N)c(Br)c1	-21
42	COc1ccc(-c2noc(COc3ccc(C)c(C)c3)n2)cc1OC	-10
43	O=C1CCCN1CCC1CCN(C(=O)Nc2ccccc2)CC1	-18
44	CCOc1ccc(S(=O)(=O)n2nnc3ccccc32)cc1C	-21
45	CCc1cc(Br)ccc1NC(=O)C1CCCO1 (stereo unspecified)	-17
46	CCC(O)CNc1nc(-n2nc(C)cc2C)nc2sc3c(c12)CCCC3 (stereo unspecified)	-11
47	NC(=O)c1ccccc1NC(=O)CN1CCOCC1	11
48	COc1ccc(C2(C(=O)N3CCCC3)CCOCC2)cc1OC	8
49	COc1ccc(CCNC(=O)C2=COCCO2)cc1	-3
50	Nc1ccc(C(=O)O)c(O)c1	1&7
51	CC(=O)c1cccc(NC(=O)c2cc(-n3cnnc3)ccc2Cl)c1	-17
52	CCC1(c2ccc(F)cc2)NC(=O)N(CC(=O)c2ccc[nH]2)C1=O (stereo unspecified)	1
53	O=C(c1ccccc1)c1ccc(OCC(O)CN2CCOCC2)cc1 (stereo unspecified)	-20
54	CCCNC(=O)C1CCN(S(=O)(=O)c2ccc(Br)cc2)CC1	22
55	COCCNC(=O)c1ccc(C(=O)NCCOC)s1	1
56	COc1cc(OC)c(C2=NOC(C(=O)Nc3cc(C)nn3-c3ccccc3)C2)cc1Cl (stereo unspecified)	-16
57	O=C1C(Cl)=C(NCC2CCCO2)C(=O)N1Cc1ccccc1 (stereo unspecified)	-18
58	Nc1nonc1-c1nc2ccccc2n1Cc1ccccc1	-17
59	CC(C)(C)NC(=O)C(c1ccco1)N(C(=O)Cn1nnc(-c2ccc(F)cc2)n1)c1ccccc1 (stereo unspecified)	-2
60	O=C(Nc1ccon1)c1ccccc1Cl	-21

Overlap with the part before: two entries, followed by the next part.
entry	smiles	E coli WT inh
59	CC(C)(C)NC(=O)C(c1ccco1)N(C(=O)Cn1nnc(-c2ccc(F)cc2)n1)c1ccccc1 (stereo unspecified)	-2
60	O=C(Nc1ccon1)c1ccccc1Cl	-21
61	COc1ccc(NC(=O)c2cccc(Cn3cc(Br)cn3)c2)cn1	-19
62	C[C@]12CCC(=O)C=C1CC[C@@H]1[C@@H]2[C@@H](O)C[C@@]2(C)[C@H]1CC[C@]2(O)C(=O)CO	7
63	O=C1c2ccccc2C(Nc2ccc3c(c2)OCO3)N1Cc1ccc2c(c1)OCO2 (stereo unspecified)	3
64	CCC(C)(C)NC(=O)CN(Cc1ccc2c(c1)OCO2)C(=O)CCC(=O)Nc1ccccn1	10
65	Cc1ccc(C(=O)Nc2cccc(C(=O)NCc3ccccc3)c2)o1	-6
66	Cc1cc(=O)oc2cc3c(cc12)OCCO3	1
67	COCCn1c(C)cc(C(=O)COC(=O)c2ccc(N3CCCC3=O)cc2)c1C	-3
68	COc1ccccc1-c1cc(C(=O)Nc2cc(C)nn2-c2ccccc2)no1	-4
69	O=C(NC1=NC2CCCCC2N1)c1ccccc1 (stereo unspecified)	-19
70	O=C(OCc1ccc2c(c1)OCO2)c1ccc(S(=O)(=O)N2CCCCC2)cc1	-3
71	c1ccc(COc2ccc(OCCOCCn3cncn3)cc2)cc1	-17
72	O=C(CC12CC3CC(CC(C3)C1)C2)NCC(=O)N1CCCC1	3
73	COc1ccc(Cc2nnc(SCC(=O)Nc3nc(C)cs3)o2)cc1	-24
74	CS(=O)(=O)c1ccc2nc(NC(=O)C3C4C=CC(C4)C3C(=O)O)sc2c1 (stereo unspecified)	5
75	COC(=O)c1ccc(COC(=O)c2ccccn2)cc1	-17
76	O=C(NCCC1=CCCCC1)N[C@@H](Cc1ccccc1)C(=O)O	1
77	Cc1noc(C)c1C(=O)N1CCc2ccccc2C1	-17
78	CCOC(=O)C1CCCN(C(=O)C(C)Oc2ccc(Cl)cc2Cl)C1 (stereo unspecified)	-17
79	O=C(Cc1ccc(Cl)cc1)Nc1ccc2oc(-c3ccncc3)nc2c1	5
80	C=CCOC(=O)C1=C(C)OC(N)=C(C#N)C1c1ccc2c(c1)OCO2 (stereo unspecified)	13

3 structures from above, ordered by molecular weight, falling.
entry	smiles	E coli WT inh
74	CS(=O)(=O)c1ccc2nc(NC(=O)C3C4C=CC(C4)C3C(=O)O)sc2c1 (stereo unspecified)	5
68	COc1ccccc1-c1cc(C(=O)Nc2cc(C)nn2-c2ccccc2)no1	-4
72	O=C(CC12CC3CC(CC(C3)C1)C2)NCC(=O)N1CCCC1	3

Further compounds:
entry	smiles	E coli WT inh
81	CCC1(C)Cc2ccccc2-c2c1c(=O)n(Cc1ccccc1)c1nnnn21 (stereo unspecified)	-24
82	CN1CCN(S(=O)(=O)c2ccc(NC(=O)c3ccco3)cc2)CC1	6
83	COc1ccccc1N1CCN(CCCNC(=O)Nc2ccccc2)CC1	-7
84	O=C(Nc1ccc(S(=O)(=O)N2CCOCC2)cc1)C1CCCCC1	-15
85	CC1CCN(C(=O)CCNS(=O)(=O)c2ccccc2)CC1	5
86	N#Cc1c(NC(=O)c2nc3ncccn3n2)sc2c1CCCCC2	-16
87	O=C(C1CCCN(S(=O)(=O)c2ccc(Br)s2)C1)N1CCCCCC1 (stereo unspecified)	-2
88	Cc1cccc(-c2noc(-c3ccc(F)cc3)n2)c1	-19
89	c1ccc(Cn2nnnc2-c2ccco2)cc1	-14
90	CN(C)S(=O)(=O)N1CCN(c2cc(Cl)ccc2Cl)CC1	-16
91	O=C(N1CCN(c2ccccc2F)CC1)C12CC3CC(CC(C3)C1)C2	-7
92	c1ccc2c(c1)nc(NC1CCCCC1)c1nncn12	4
93	CN(C)S(=O)(=O)N(CC(=O)NCc1ccccc1)c1ccccc1	-13
94	CCOC(=O)c1ccc(COc2nc3ccccc3nc2-c2ccccc2NC(C)=O)o1	-18
95	COC(=O)C1CCN(C(=O)Cc2ccc(Br)cc2)CC1	0
96	Cc1cc(C)n(C(=O)c2ccc(NC(=O)C3COc4ccccc4O3)cc2)n1 (stereo unspecified)	-11
97	CCn1c(CSc2ncccn2)nnc1SCC(=O)N1c2ccccc2CC1C (stereo unspecified)	-2
98	O=C(Oc1ccccc1)c1cc2ccccc2o1	-10
99	CCn1c(C(=O)N2CCCC(C(=O)O)C2)cc2sccc21 (stereo unspecified)	0
100	CCn1cnc2cc(NCc3ccc(C)cc3)ccc21	-13
101	COc1ccc(-c2noc(CSc3nc(-c4ccccc4)cc(=O)[nH]3)n2)cc1OC	-19
102	CCCSc1nc2c(c(=O)[nH]c(=O)n2C)n1CCc1ccccc1	-8
103	COc1ccc(C(=O)NCc2oc(-c3ccccc3)cc2C(=O)O)cc1	1
104	Cc1ccc(OCC(O)CN2C(=O)NC(C)(C)C2=O)cc1C (stereo unspecified)	-3
105	c1cnc2c(OCc3nc4ccccc4[nH]3)cccc2c1	-17
106	COc1ccccc1NC(=O)CSCC(N)=O	-17
107	CCCC(=O)N1c2ccccc2NC2=C(C(=O)CCC2)C1c1ccc(F)cc1 (stereo unspecified)	6
108	COC(=O)c1sc(NC(=O)c2cnccn2)c(C(=O)OC)c1C	-3
109	N#Cc1nc(-c2ccc(Cl)cc2)oc1NCc1cccc2c1OCO2	-20
110	O=C(NCCCN1CCN(CCCNC(=O)c2ccccc2F)CC1)c1ccccc1F	3
111	Cc1sc(NC(=O)c2ccc(Cl)s2)c(C(N)=O)c1C	-14
112	COC(=O)C1=C(CSc2nc3ccccc3o2)NC(=O)NC1c1cc(C)ccc1C (stereo unspecified)	-12
113	Cc1cccc(C(=O)NCc2nnc(SCC(=O)N3CCN(c4ccccc4)CC3)n2C)c1	-8
114	CCOC(=O)CSc1nnc2n1C(C)(C)Cc1ccccc1-2	-4
115	CCCCc1c(O)nc(SCC(=O)N2CCCCC2)n(-c2ccccc2C)c1=O	-20
116	COc1cccc(CNc2nn[nH]n2)c1OC	-15
117	COc1ccc(S(=O)(=O)Nc2cc(C(C)C)c(O)cc2C)cc1	-12
118	CCOc1ccc(-n2cc(C(=O)Nc3cccc(C)n3)c3cc(OC)c(OC)cc3c2=O)cc1	0
119	O=C(NCC1CCCO1)C1c2ccccc2C(=O)N1C1CCCCCC1 (stereo unspecified)	-1
120	CCOc1ccc(C(=O)N(C)C2CCS(=O)(=O)C2)cc1 (stereo unspecified)	-26
121	CCOC(=O)c1cc2c(=O)n3ccccc3nc2n(CCCOC)c1=NC(C)=O	-2
122	O=C1CC(c2ccc3c(c2)OCO3)c2cc3c(cc2N1)OCCO3 (stereo unspecified)	3
123	CCOC(=O)C1=C(C)NC(=O)NC1C1CC=CCC1 (stereo unspecified)	-15
124	CCOC(=O)C1=C(CNC2CCCCC2)NC(=O)NC1c1cc(C)ccc1C (stereo unspecified)	-15
125	O=C1Nc2ccccc2C12OCC(COc1ccc(Cl)cc1)O2 (stereo unspecified)	-13
126	CC1(C)CC(N(Cc2cccs2)C(=O)c2ccco2)CCO1 (stereo unspecified)	-22
127	Cc1cc(NC(=O)c2ccc(COc3ccc(Cl)c(C)c3)o2)no1	-13
128	CC(=O)n1cc(-c2ccncc2)c2ccccc21	10
129	COc1ccc(OC)c(Nc2nc(N)nc(-c3cc4ccccc4o3)n2)c1	4
130	COc1ccc(OC)c(NC(=O)NCc2ccc(F)cc2)c1	-8
131	COC(=O)C1=C(C)N(c2cccc(Cl)c2)C(=O)C1	3
132	Cc1cc(C(=O)NC(C)c2ccc3c(c2)OCO3)cs1 (stereo unspecified)	-17
133	C=CCN1C(=O)C2(C(C(=O)c3ccc(C)o3)=C(O)C(=O)N2CCCN2CCOCC2)c2ccccc21 (stereo unspecified)	-3
